MEP2-GFP yeast – yeast TOR pathway MEP2-GFP modulation. AID 2016. hit rate 0.51% among 330,000. S. cerevisiae MEP2-GFP strain, flow cytometry GFP, 3 h; 100% = DMSO control level. GFP response vs DMSO, % at 10 µM;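 active = GFP response versus DMSO above a set limit, roughly screen mean plus 3 SD, cut at about 180% in these data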;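 note: median GFP fluorescence of the barcode-gated MEP2-GFP cells per well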
ZTA counter – ZTA (EBV) inhibition in EBNA-1 counter-screen; ZTA-DNA binding, fluorescence polarization; AID 2234; P03206; hit rate 0.15% among 320,000; inhibition, % at 11 µM; in the data active = inhibition above about 33%
EBNA-1 inh – blocks EBNA-1 binding to DNA; EBNA-1 DNA binding, fluorescence polarization; hit rate 0.34% among 300,000; inhibition, % at 14.8 µM; in the data active = inhibition above about 28%
proCasp3 act – activates human procaspase-3; recombinant procaspase-3 D3A, Ac-DEVD-pNA absorbance 405 nm; hit rate 0.11% among 330,000; P42574; activation, % at 8.5 µM;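 active = activation above the mean of all tested compounds plus 3 SD, cut at about 21% in these data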;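 note: 0% = DMSO alone and 100% = DMSO wells spiked with extra 5 µM PC-3 D3A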
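material = Procaspase-3 D3A mutant | probe or stimulus = Ac-DEVD-pNA | compound = single dose, 8.5 µM nominal compound, 0.8% DMSO | timing = 1 h preincubation, 2 h reaction | measured by = 405 nm absorbance of p-nitroaniline, reads at 0 and 120 min | benchmarks = DMSO-only low control, 5 µM PC-3 D3A high control | repeats = singlicate, each compound tested once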
LAP4-GFP MLPCN – yeast TOR pathway LAP4-GFP modulation | S. cerevisiae LAP4-GFP multiplex, flow cytometry GFP, 3 h; median GFP as percent of DMSO wells | GFP response vs DMSO, % at 10 µM | hit rate 0.34% among 320,000;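 active = GFP response vs DMSO above a set limit, about the screen mean plus 3 SD, cut at about 150% in these data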
proCasp7 act – counter-screen for procaspase-3 activators: activators of human procaspase-7. recombinant procaspase-7, Ac-DEVD-pNA absorbance 405 nm; D23A/D198A/D206A triple mutant, cannot self-cleave; scale: DMSO 0, 5 µM enzyme 100. activation, % at 8.5 µM. hit rate 0.093% among 330,000;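 active = percent activation above the screen-wide mean plus 3 SD, cut at about 25% in these data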
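Detection: p-Nitroaniline absorbance at 405 nm, read at 0 and 120 min; system: Uncleavable procaspase-7 mutant enzyme; evaluation: % activation from two-timepoint absorbance difference, scaled to controls; times: 1 h enzyme–compound preincubation and 2 h substrate reaction, both 25 °C; buffer or medium: Zinc-free HEPES pH 7.4 with 300 mM NaCl, 0.01% Triton X-100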
AHR act – activators of human aryl hydrocarbon receptor; AHR-responsive luciferase reporter cells, luminescence; hit rate 2.5% among 320,000; P35869; AID 2796; activation, % at 5 µM; in the data active = activation above about 47%;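 note: 0% = vehicle wells and 100% = reference agonist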
RPL19A TOR yeast – alters RPL19A-GFP fluorescence in TOR pathway yeast screen; S. cerevisiae RPL19A-GFP strain, flow cytometry, 3 h; hits give low values; percent response vs DMSO, % at 10 µM; hit rate 0.3% among 330,000;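 active = percent response vs DMSO below 50%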;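 note: median channel GFP fluorescence of the barcoded RPL19A-GFP strain; ratio of sample median GFP to plate DMSO average so 100% = DMSO; lower means less RPL19A-GFP as with rapamycin TOR inhibition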
The depositor's hits bear a star.

What do the screens show for `CCOc1ccc(OCC)c(NC(=O)C2CCN(c3ncccn3)CC2)c1`?
MEP2-GFP yeast: 94; ZTA counter: -14; EBNA-1 inh: 0; proCasp3 act: -7; LAP4-GFP MLPCN: 96; proCasp7 act: -5; AHR act: 4; RPL19A TOR yeast: 88

What do the screens show for `Cc1ccc(CNC(=O)CSc2ccc(-c3ccco3)nn2)cc1`?
MEP2-GFP yeast: 114; ZTA counter: -4; EBNA-1 inh: -4; proCasp3 act: -3; LAP4-GFP MLPCN: 108; proCasp7 act: -16; AHR act: 9; RPL19A TOR yeast: 102

How did COc1cccc(N2CCN(C(=O)c3cn(Cc4ccccc4)nc3-c3cccnc3)CC2)c1 do in these assays?
MEP2-GFP yeast: 89; ZTA counter: -14; proCasp3 act: -1; LAP4-GFP MLPCN: 94; proCasp7 act: -3; AHR act: 1; RPL19A TOR yeast: 93

What do the screens show for `CC(NS(=O)(=O)c1ccc(F)cc1)C(c1cccs1)N1CCOCC1` (stereo unspecified)?
MEP2-GFP yeast: 97; ZTA counter: 8; EBNA-1 inh: 7; proCasp3 act: 2; LAP4-GFP MLPCN: 96; proCasp7 act: 8; AHR act: 0; RPL19A TOR yeast: 99

What do the screens show for `O=C(NCc1ccco1)c1ccc2c(c1)OCCO2`?
MEP2-GFP yeast: 99; ZTA counter: -2; EBNA-1 inh: -5; proCasp3 act: 8; LAP4-GFP MLPCN: 101; proCasp7 act: -2; AHR act: -1; RPL19A TOR yeast: 101

What do the screens show for `CCCCC1OC2(C)OC(=N)C1(C#N)C(C#N)(C#N)C2c1ccccc1` (stereo unspecified)?
MEP2-GFP yeast: 99; ZTA counter: 21; EBNA-1 inh: -4; proCasp3 act: -6; LAP4-GFP MLPCN: 104; proCasp7 act: 1; AHR act: 2; RPL19A TOR yeast: 102

What do the screens show for `CC[C@@]1(C(=O)OC)N[C@H](CN(C)C(=O)c2ccc(C(C)(C)C)cc2)[C@@H]2C(=O)N(Cc3ccccc3)C(=O)[C@@H]21`?
MEP2-GFP yeast: 102; proCasp3 act: 10; LAP4-GFP MLPCN: 100; proCasp7 act: 16; AHR act: 0; RPL19A TOR yeast: 105

What do the screens show for `CCNS(=O)(=O)c1ccc(NC(=O)c2ccccc2)cc1`?
MEP2-GFP yeast: 94; ZTA counter: 7; EBNA-1 inh: 11; proCasp3 act: -1; LAP4-GFP MLPCN: 104; proCasp7 act: 4; AHR act: -2; RPL19A TOR yeast: 100

How did O=C(O)c1ccc(/C=N/NC(=O)c2ccc(Br)cc2)cc1 do in these assays?
MEP2-GFP yeast: 102; ZTA counter: -10; EBNA-1 inh: 7; proCasp3 act: -2; LAP4-GFP MLPCN: 90; proCasp7 act: -3; AHR act: 3; RPL19A TOR yeast: 99

Results for Cc1ccc(C(=O)O)cc1-c1ccc(C=C2C(=O)c3ccccc3C2=O)o1 ?
MEP2-GFP yeast: 97; ZTA counter: 8; EBNA-1 inh: 0; proCasp3 act: -3; LAP4-GFP MLPCN: 95; proCasp7 act: 0; AHR act: 6; RPL19A TOR yeast: 89

Results for Cc1ccc(C(=O)c2coc3ccc(OCC(=O)O)cc23)cc1 ?
MEP2-GFP yeast: 104; ZTA counter: 6; EBNA-1 inh: 1; proCasp3 act: -2; LAP4-GFP MLPCN: 105; proCasp7 act: 8; AHR act: -1; RPL19A TOR yeast: 101

What do the screens show for `O=C(N/N=C/c1ccc(-c2ccc([N+](=O)[O-])cc2)o1)[C@H]1C[C@@H]1c1ccccc1`?
MEP2-GFP yeast: 92; ZTA counter: 0; EBNA-1 inh: -18; proCasp3 act: -10; LAP4-GFP MLPCN: 112; proCasp7 act: 9; AHR act: 2; RPL19A TOR yeast: 97

How did O=C(Nc1ccc(S(=O)(=O)N2CCOCC2)cc1)c1ccc(=O)[nH]c1 do in these assays?
MEP2-GFP yeast: 98; ZTA counter: -4; EBNA-1 inh: 2; proCasp3 act: 6; LAP4-GFP MLPCN: 105; proCasp7 act: 6; AHR act: -1; RPL19A TOR yeast: 99

How did CCCn1c(C(O)c2ccc(OCC)cc2)nc2ccccc21 (stereo unspecified) do in these assays?
MEP2-GFP yeast: 94; ZTA counter: 5; EBNA-1 inh: -6; proCasp3 act: 2; LAP4-GFP MLPCN: 104; proCasp7 act: 0; AHR act: 1; RPL19A TOR yeast: 98

How did C=CCNc1nc(=S)[nH]c2cc(OC)c(OC)cc12 do in these assays?
MEP2-GFP yeast: 106; ZTA counter: -12; EBNA-1 inh: -9; proCasp3 act: -3; LAP4-GFP MLPCN: 99; proCasp7 act: -4; AHR act: 104*; RPL19A TOR yeast: 103

How did COC(=O)[C@H](Cc1ccc(O)cc1)NC(=O)Cn1cnc2c(SC)nc(N)nc21 do in these assays?
MEP2-GFP yeast: 102; proCasp3 act: 8; LAP4-GFP MLPCN: 108; proCasp7 act: 3; AHR act: 0; RPL19A TOR yeast: 103

How did CN(Cc1cc2ccccc2[nH]c1=O)C(=O)COc1ccccc1 do in these assays?
MEP2-GFP yeast: 103; ZTA counter: 13; EBNA-1 inh: 12; proCasp3 act: -8; LAP4-GFP MLPCN: 100; proCasp7 act: -2; AHR act: 0; RPL19A TOR yeast: 100

Results for O=C(COC(=O)/C=C/c1ccc(Cl)cc1)NC1CC1 ?
MEP2-GFP yeast: 103; proCasp3 act: 13; LAP4-GFP MLPCN: 95; proCasp7 act: -1; AHR act: 1; RPL19A TOR yeast: 100

Results for Cc1csc(Sc2ccc([N+](=O)[O-])cc2C(=O)OCC(=O)NC2CCCC(C)C2C)n1 (stereo unspecified) ?
MEP2-GFP yeast: 107; ZTA counter: 4; EBNA-1 inh: -4; proCasp3 act: 6; LAP4-GFP MLPCN: 106; proCasp7 act: 3; AHR act: 0; RPL19A TOR yeast: 101

How did O=c1cc2n(c(=O)[nH]1)CCC1=C2CCCC1 do in these assays?
MEP2-GFP yeast: 96; ZTA counter: -13; EBNA-1 inh: -6; proCasp3 act: 0; LAP4-GFP MLPCN: 87; proCasp7 act: -9; AHR act: 6; RPL19A TOR yeast: 93

Results for O=C(NCC1CCCO1)C(c1ccc(F)cc1)N(Cc1ccc2c(c1)OCO2)C(=O)c1ccc(CN2CCOCC2)o1 (stereo unspecified) ?
MEP2-GFP yeast: 106; ZTA counter: 5; EBNA-1 inh: -2; proCasp3 act: 6; LAP4-GFP MLPCN: 106; proCasp7 act: -1; AHR act: 0; RPL19A TOR yeast: 100

How did CCO[C@@H]1OC(C(=O)Nc2ccccc2)=C[C@H](c2coc3ccccc3c2=O)[C@H]1CCCO do in these assays?
MEP2-GFP yeast: 98; ZTA counter: 3; EBNA-1 inh: 8; proCasp3 act: -4; LAP4-GFP MLPCN: 142; proCasp7 act: 9; AHR act: 1; RPL19A TOR yeast: 99

Results for CC(C)N(C(=O)[C@H]1CC(CC(=O)NCCc2ccccn2)C(=O)N2CCc3c([nH]c4ccccc34)[C@]12C)C(C)C (stereo partly specified) ?
MEP2-GFP yeast: 89; proCasp3 act: 8; LAP4-GFP MLPCN: 80; proCasp7 act: 18; AHR act: 0; RPL19A TOR yeast: 85

What do the screens show for `CC(NC(=O)COC(=O)C1CC1C)c1cccc(Cl)c1` (stereo unspecified)?
MEP2-GFP yeast: 105; proCasp3 act: 4; LAP4-GFP MLPCN: 105; proCasp7 act: -3; AHR act: -2; RPL19A TOR yeast: 96

How did CCOc1ccc(S(=O)(=O)N(CC(=O)N/N=C/c2cccs2)c2ccc(C)cc2)cc1 do in these assays?
MEP2-GFP yeast: 101; ZTA counter: 0; EBNA-1 inh: -2; proCasp3 act: 1; LAP4-GFP MLPCN: 92; proCasp7 act: 0; AHR act: 3; RPL19A TOR yeast: 98

How did CCCCOc1c(Br)cc(/C=C2\N=C(C)OC2=O)cc1OCC do in these assays?
MEP2-GFP yeast: 99; ZTA counter: -11; EBNA-1 inh: -21; proCasp3 act: 3; LAP4-GFP MLPCN: 112; proCasp7 act: -1; AHR act: 2; RPL19A TOR yeast: 98

Results for CCOC(=O)C1C(=O)C=C(/C=C/c2ccccc2)CC1c1ccc(Cl)cc1 (stereo unspecified) ?
MEP2-GFP yeast: 100; ZTA counter: -5; EBNA-1 inh: -6; proCasp3 act: -3; LAP4-GFP MLPCN: 105; proCasp7 act: -22; AHR act: 3; RPL19A TOR yeast: 96

What do the screens show for `COc1ccc(C2=NN(C(=O)c3cccs3)C(O)(C(F)(F)F)C2)cc1` (stereo unspecified)?
MEP2-GFP yeast: 104; ZTA counter: 3; EBNA-1 inh: 3; proCasp3 act: 4; LAP4-GFP MLPCN: 105; proCasp7 act: 9; AHR act: 7; RPL19A TOR yeast: 101

What do the screens show for `CCCN=CC1=C(O)CC(c2ccccc2)CC1=O` (stereo unspecified)?
MEP2-GFP yeast: 96; ZTA counter: -2; EBNA-1 inh: -6; proCasp3 act: 0; LAP4-GFP MLPCN: 86; proCasp7 act: 8; AHR act: 0; RPL19A TOR yeast: 95

What do the screens show for `COc1ccc(N2CCN(C(=O)CN3C(=O)c4ccccc4S3(=O)=O)CC2)cc1`?
MEP2-GFP yeast: 92; ZTA counter: -6; EBNA-1 inh: -2; proCasp3 act: -2; LAP4-GFP MLPCN: 98; proCasp7 act: -5; AHR act: -1; RPL19A TOR yeast: 98

The closing 4 records of the section before lead into the next.
Results for CCOC(=O)C1C(=O)C=C(/C=C/c2ccccc2)CC1c1ccc(Cl)cc1 (stereo unspecified) ?
MEP2-GFP yeast: 100; ZTA counter: -5; EBNA-1 inh: -6; proCasp3 act: -3; LAP4-GFP MLPCN: 105; proCasp7 act: -22; AHR act: 3; RPL19A TOR yeast: 96

What do the screens show for `COc1ccc(C2=NN(C(=O)c3cccs3)C(O)(C(F)(F)F)C2)cc1` (stereo unspecified)?
MEP2-GFP yeast: 104; ZTA counter: 3; EBNA-1 inh: 3; proCasp3 act: 4; LAP4-GFP MLPCN: 105; proCasp7 act: 9; AHR act: 7; RPL19A TOR yeast: 101

What do the screens show for `CCCN=CC1=C(O)CC(c2ccccc2)CC1=O` (stereo unspecified)?
MEP2-GFP yeast: 96; ZTA counter: -2; EBNA-1 inh: -6; proCasp3 act: 0; LAP4-GFP MLPCN: 86; proCasp7 act: 8; AHR act: 0; RPL19A TOR yeast: 95

What do the screens show for `COc1ccc(N2CCN(C(=O)CN3C(=O)c4ccccc4S3(=O)=O)CC2)cc1`?
MEP2-GFP yeast: 92; ZTA counter: -6; EBNA-1 inh: -2; proCasp3 act: -2; LAP4-GFP MLPCN: 98; proCasp7 act: -5; AHR act: -1; RPL19A TOR yeast: 98

What do the screens show for `O=S(=O)(NCCSc1nnnn1-c1ccccc1)c1cccs1`?
MEP2-GFP yeast: 110; ZTA counter: -3; EBNA-1 inh: 5; proCasp3 act: -2; LAP4-GFP MLPCN: 111; proCasp7 act: 2; AHR act: 4; RPL19A TOR yeast: 108

What do the screens show for `CC(C)(O)c1[nH]c2ccc(C#N)cc2c1C(C)(C)O`?
MEP2-GFP yeast: 98; ZTA counter: 5; EBNA-1 inh: 7; proCasp3 act: 7; LAP4-GFP MLPCN: 126; proCasp7 act: 4; AHR act: 0; RPL19A TOR yeast: 95

How did CC1(C)Cc2cccc(Oc3ccc(S(=O)(=O)N4CCCCC4)cn3)c2O1 do in these assays?
MEP2-GFP yeast: 92; ZTA counter: -5; EBNA-1 inh: -1; proCasp3 act: 6; LAP4-GFP MLPCN: 104; proCasp7 act: 8; AHR act: 0; RPL19A TOR yeast: 95

What do the screens show for `CC(C(=O)OCn1nnc2ccccc2c1=O)N1C(=O)c2ccccc2C1=O` (stereo unspecified)?
MEP2-GFP yeast: 105; ZTA counter: -4; EBNA-1 inh: -4; proCasp3 act: 4; LAP4-GFP MLPCN: 106; proCasp7 act: -9; AHR act: 0; RPL19A TOR yeast: 102

Source: PubChem

Compounds were not picked by outcome, and some 3.8% of all compounds hit somewhere here.
